FadD28 FP inh: M. tuberculosis FadD28 bisubstrate binding inhibition. FadD28 bisubstrate probe binding, fluorescence polarization. inhibition, % at 12.5 µM. 360,000 compounds, 0.22% hits; in the data active means inhibition above about 8.5%, passing the limit was not always enough; inconclusive means no clear call, values can overlap the other calls
Mtb UGM inh: inhibitors of M. tuberculosis UDP-galactopyranose mutase; inhibition, % at 10 µM; AID 504406; purified UGM, fluorescence polarization probe displacement; 320,000 compounds, 0.06% hits; in the data active means inhibition above about 10%, passing the limit was not always enough; inconclusive means no clear call, values can overlap the other calls
Target sequence (P9WIQ1 whole entry, looked up): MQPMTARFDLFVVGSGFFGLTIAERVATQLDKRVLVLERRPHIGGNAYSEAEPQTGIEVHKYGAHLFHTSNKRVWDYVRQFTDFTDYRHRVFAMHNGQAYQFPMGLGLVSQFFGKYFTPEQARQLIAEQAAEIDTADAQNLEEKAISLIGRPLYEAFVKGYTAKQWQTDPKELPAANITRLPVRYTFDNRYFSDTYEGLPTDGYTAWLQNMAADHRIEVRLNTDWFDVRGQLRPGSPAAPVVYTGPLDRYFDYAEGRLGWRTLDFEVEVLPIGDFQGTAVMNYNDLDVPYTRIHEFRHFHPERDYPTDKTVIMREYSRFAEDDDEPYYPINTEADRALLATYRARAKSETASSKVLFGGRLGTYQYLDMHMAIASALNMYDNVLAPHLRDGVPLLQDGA
Mtb FBA inh: inhibits M. tuberculosis FBA enzyme; P9WQA3; inhibition, % at 1 µM; 360,000 compounds, 2.3% hits; purified M. tuberculosis FBA, fluorescence read-out; AID 588726; in the data active means inhibition above about 27%;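 further: 0% = vehicle and 100% = reference inhibitor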
GDH-TPI inh: counter-screen for M. tuberculosis FBA inhibitors: GDH-TPI coupled enzymes. GDH-TPI coupled enzyme counterscreen, NADH absorbance. inhibition, % at 4.8 µM. 360,000 compounds, 1.2% hits; in the data active means inhibition above about 30%;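 further: 0% = DMSO wells and 100% = wells lacking the enzyme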
Rv3671c protease: Rv3671c (M. tuberculosis) protease inhibition; 320,000 compounds, 0.048% hits; AID 2606; inhibition, % at 5.96 µM; in the data active means inhibition above about 38%;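 further: extracellular domain of Rv3671c used as enzyme; 0% = enzyme with DMSO and 100% = no enzyme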
Target sequence (P9WHR9 whole entry, looked up, the tested form may be a part): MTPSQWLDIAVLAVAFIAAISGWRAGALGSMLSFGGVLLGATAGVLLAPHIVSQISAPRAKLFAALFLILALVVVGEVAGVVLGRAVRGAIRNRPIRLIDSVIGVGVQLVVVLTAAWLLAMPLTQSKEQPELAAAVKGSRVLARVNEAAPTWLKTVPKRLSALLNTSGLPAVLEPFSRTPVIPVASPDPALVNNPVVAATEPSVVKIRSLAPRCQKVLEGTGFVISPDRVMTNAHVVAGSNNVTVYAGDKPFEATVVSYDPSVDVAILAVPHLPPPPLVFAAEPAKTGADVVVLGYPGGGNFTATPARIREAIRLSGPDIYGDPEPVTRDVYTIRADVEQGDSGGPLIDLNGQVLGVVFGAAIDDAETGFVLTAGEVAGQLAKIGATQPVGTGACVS
PrPC surface inh: inhibitors of human cell surface prion protein PrPC. TR-FRET read-out. 370,000 compounds, 0.43% hits. P04156. inhibition, % at 13.8 µM; in the data active means inhibition above about 24%; further: 0% = median of the test wells and 100% = reference compound wells
Mtb BioA inh: BioA (M. tuberculosis) enzyme inhibition. AID 602481. 360,000 compounds, 0.096% hits. purified M. tuberculosis BioA enzyme, plate reader. inhibition, % at 9.99 µM; in the data active means inhibition above about 40%; inconclusive means no clear call, values can overlap the other calls
MazEF act: increases E. coli MazEF RNase cleavage of RNA; activation, % at 20 µM; AID 504720; FAM/BHQ RNA-DNA oligo cleavage fluorescence, 5 h; 350,000 compounds, 0.32% hits; in the data active means activation above about 50%
Target sequence (P0AE70 whole entry, looked up): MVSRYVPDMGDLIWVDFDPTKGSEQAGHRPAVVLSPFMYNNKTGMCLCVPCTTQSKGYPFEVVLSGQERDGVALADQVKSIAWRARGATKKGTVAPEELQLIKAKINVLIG
BoNT F protease: blocks Botulinum neurotoxin F light chain protease | Multiplex microsphere protease cleavage assay, flow cytometry | inhibition, % at 10 µM | 360,000 compounds, 0.22% hits | AID 588497; in the data active means inhibition above about 35%, passing the limit was not always enough; inconclusive means no clear call, values can overlap the other calls; further: plate controls were buffer without enzyme for full effect and enzyme alone for no effect
* = called active by the depositor; ? = inconclusive; / = not tested or not shown.

SMILES	FadD28 FP inh	Mtb UGM inh	Mtb FBA inh	GDH-TPI inh	Rv3671c protease	PrPC surface inh	Mtb BioA inh	MazEF act	BoNT F protease
COc1ccc(OC)c(NC(=O)CN2CCC(NC(=O)c3ccccc3C)CC2)c1	-0.9	-1.2	2	1	0	1	12	4	?
S=c1[nH]nc(-c2cccc(Cl)c2)n1/N=C/c1ccc(-c2ccccc2Br)o1	-1.0	-1.8	-4	15	2	-1	-2.3	-16	-9
Cc1ccc(F)c(S(=O)(=O)NC(=O)C2(C)CCN2C(=O)C/C=C/c2ccccc2)c1 (stereo unspecified)	1.5	/	4	-8	/	-7	-0.4	/	0
C=CCOc1ccc(C2/C(=C(\O)c3c(C)[nH]c(C(=O)OC)c3C)C(=O)C(=O)N2CCN(C)C)cc1 (stereo unspecified)	-2.3	1.0	-1	21	7	4	0.3	4	-4
COC(=O)C12OCC34C(CC5C(C)=C(O)C(=O)CC5(C)C3C(O)C1O)OC(=O)C(OC(=O)C=C(C)C)C24 (stereo unspecified)	0.4	/	1	8	/	100*	/	-1	3
CCN(C(=O)CC(C)C)c1nnc(Cn2nnc3ccccc32)s1	2.4	1.4	3	-4	12	5	/	4	-7
CN(C)CCCSc1nc2ccccc2s1	-1.1	-2.6	1	6	-2	3	/	-8	-10
Cn1cc(CN2CCC(O)CC2)c(-c2ccc(Oc3ccccc3)cc2)n1	-0.9	-0.6	0	6	-6	0	/	3	-10
Cc1cc(Oc2ccc(=O)n(C)n2)nc(SCc2ccccc2)n1	-2.6	-2.2	-2	0	-3	1	/	-11	-1
CC(=Nc1cccc(O)c1)c1sc2ccccc2c1O	0.3	-10	-1	10	-2	8	2.1	3	-1
CCOC(=O)C1=C(COC(=O)CCNS(=O)(=O)c2ccc(C)c(C)c2)NC(=O)NC1C (stereo unspecified)	0.2	-2.7	1	4	11	3	0.4	-6	0
CC(C)C(=O)NC(=S)Nc1ccccc1C(=O)NC1CCCCC1	-0.2	1.4	0	-1	8	-7	/	10	-1
CCCC(=O)N1CCC1(C)C(=O)Nc1cccc(OC(C)C)c1 (stereo unspecified)	-2.0	/	-1	-5	/	2	3.3	/	0
O=C(NC(=S)Nc1ccc(N2CCOCC2)c(Cl)c1)C(c1ccccc1)c1ccccc1	-0.6	-0.7	-2	4	-33	-3	-0.7	13	-7
CCC1(C)NC(=O)N(CC(=O)Nc2sc3c(c2C(=O)OC)CCCCC3)C1=O (stereo unspecified)	0.1	0.3	1	11	-6	11	/	-2	-2
COc1ccc(/C=N/n2c(C)nc3sc(C)c(C)c3c2=O)cc1	-3.3	2.9	2	-6	-3	-5	0.2	-22	38*
CCc1ccc(Nc2ncc3c(n2)CC(C)(C)CC3=O)cc1	0.0	-1.2	35*	17	-12	2	/	7	?
Cc1ccn2c(=O)nc(SCc3cccc(C(F)(F)F)c3)nc2c1	-5.4	-6.3	0	11	-6	18	/	7	-20
Cc1c(C(=O)Nc2nc3ccccc3[nH]2)oc2ccc(Br)cc12	-0.4	-1.1	3	4	-7	-3	1.7	-9	-16
Cc1ccc(-c2cc(C(=O)OCC(=O)Nc3ncc(C(F)(F)F)cc3Cl)c3ccccc3n2)cc1	0.0	-4.2	3	-1	4	7	/	1	1
Cc1ccc(C)c(Cn2nnc3c(=O)[nH]c(C4CCCN(C(=O)c5ccco5)C4)nc32)c1 (stereo unspecified)	-4.2	-1.3	-12	-11	4	5	2.1	3	3
Cc1nnc(NC(=O)CN2C(=O)c3ccccc3S2(=O)=O)s1	-4.9	2.0	1	-6	-4	3	-1.2	14	-18
CC(C)C(C)(C#N)NC(=O)CSc1nnc(-c2ccccc2)o1 (stereo unspecified)	1.8	-0.1	6	4	2	4	-1.9	-2	-16
COCCNS(=O)(=O)c1ccc2c3c(cccc13)C(=O)N2C	-3.8	-1.2	14	-8	-10	-26	/	6	9
NC(=O)C1(NC(=O)[C@@H]2CC3(CC(c4cccc(NC(=O)[C@@H]5CCC(=O)N5)c4)=NO3)CN2C(=O)c2ccccc2)CC1 (stereo partly specified)	-0.5	0.8	3	5	1	-7	0.4	2	2
Next part:
SMILES	FadD28 FP inh	Mtb UGM inh	Mtb FBA inh	GDH-TPI inh	Rv3671c protease	PrPC surface inh	Mtb BioA inh	MazEF act	BoNT F protease
CCCCNCC1CCCO1 (stereo unspecified)	-4.1	-1.1	3	2	/	-2	2.7	9	?
N/C(Cc1nc(-c2ccc(Cl)cc2)cs1)=N/O	-0.7	-1.2	4	2	0	-2	/	-4	-7
O=C1C(=C(c2ccccc2)c2ccccc2)Nc2ccccc21	0.1	-3.3	-7	0	19	-20	4.9	8	-1
CCn1c(SCC(=O)N2c3ccccc3CCc3ccccc32)nc2c1c(=O)n(C)c(=O)n2C	-4.8	-7.9	1	-1	-5	-1	-0.8	7	6
CC(=O)Nc1ccccc1NC(=O)CC(C)(C)C	-1.4	-4.0	-3	4	-9	5	/	2	-7
CN(C(=O)COc1coc(CN2CCN(c3ccccc3)CC2)cc1=O)c1ccccc1	-3.9	-2.0	0	-5	4	8	-2.1	7	/
COc1ccc(C)cc1N(C(=O)CNC(=O)c1ccco1)C(C(=O)NCC1CCCO1)c1ccccc1 (stereo unspecified)	1.2	-1.6	-1	1	3	-3	/	3	1
O=c1c2ccccc2c(-c2ccccc2)nn1-c1cc(Cl)ccc1[N+](=O)[O-]	-3.0	-3.3	1	5	-9	-5	1.0	2	-21
O=C(NC1CCCc2ccccc21)C12CC3CC(CC(O)(C3)C1)C2 (stereo unspecified)	-2.3	1.4	4	1	0	-1	/	-3	0
CCN(CC(=O)Nc1ccc(NC(C)=O)cc1)C(=O)COc1ccccc1Cc1ccccc1	-2.7	-0.5	0	2	/	-2	1.4	-2	5
CC(Cc1nnc(N)s1)c1ccccc1 (stereo unspecified)	-1.6	2.3	-1	4	1	-4	-1.1	11	20
CSc1nncc(-c2ccc(F)c(F)c2)n1	-2.6	0.0	-4	-2	-1	-7	-1.5	12	-3
COc1ccc(N2C(=O)CC(N(CCc3ccc(S(N)(=O)=O)cc3)C(=S)Nc3ccccc3)C2=O)cc1 (stereo unspecified)	-13	0.8	-1	2	-10	-3	-1.5	-25	-5
Cc1noc2ncnc(N3CCCCC3)c12	-0.1	-4.0	-1	-1	-6	6	/	4	2
CCOc1cc(/C=C(/C#N)c2ccc(Cl)cc2)cc(Cl)c1OCC(=O)O	-4.4	/	5	22	/	-8	/	-1	2
COc1cc2nc(N(CCCN(C)C)C(=O)c3ccc(S(=O)(=O)N4CCc5ccccc5C4)cc3)sc2cc1OC	-4.8	0.8	0	-1	3	-9	0.0	13	-1
O=S(=O)(c1ccc(NC(=S)NCc2ccco2)cc1)N1CCCC1	-1.0	-2.1	2	6	-11	3	/	0	-6
O=C(O)c1ccccc1-c1ccccc1C(=O)Nc1nccs1	-2.8	-1.2	1	7	3	-3	/	5	-7
CN(CCc1ccccn1)Cc1ccc(Cl)cc1Cl	-0.1	0.6	8	-1	1	-1	2.1	6	-3
CC1CCN(C(=O)c2[nH]cnc2C(=O)N[C@@H](Cc2ccccc2)C(=O)OC(C)(C)C)CC1	-2.0	-1.2	1	-2	2	-1	2.6	2	-2
CCCN1Cc2cc(OC)ccc2-c2ccccc2S1(=O)=O	-1.2	/	10	5	/	-6	0.6	-2	-7
Cc1cc(NC(=O)C2(c3ccccc3)CCCC2)no1	-1.6	1.4	-3	-4	6	1	-0.2	10	-21
Cc1nc(SCCC(C)C)c([N+](=O)[O-])[nH]1	0.8	0.7	-3	6	7	4	0.3	-3	-3
CC1CCN(CCCNC(=O)CN2C(=O)CSc3ccc(S(=O)(=O)N4CCC(C)CC4)cc32)CC1	-1.4	-0.3	-5	2	-10	-7	0.1	12	1
O=C(NC(NC(=S)Nc1ccccc1)C(Cl)(Cl)Cl)c1cccc(Cl)c1 (stereo unspecified)	-0.5	-1.4	-4	10	-87	13	/	27	1

In the list so far, 2 have bromine.
SMILES	FadD28 FP inh	Mtb UGM inh	Mtb FBA inh	GDH-TPI inh	Rv3671c protease	PrPC surface inh	Mtb BioA inh	MazEF act	BoNT F protease
S=c1[nH]nc(-c2cccc(Cl)c2)n1/N=C/c1ccc(-c2ccccc2Br)o1	-1.0	-1.8	-4	15	2	-1	-2.3	-16	-9
Cc1c(C(=O)Nc2nc3ccccc3[nH]2)oc2ccc(Br)cc12	-0.4	-1.1	3	4	-7	-3	1.7	-9	-16

Additional results follow:
SMILES	FadD28 FP inh	Mtb UGM inh	Mtb FBA inh	GDH-TPI inh	Rv3671c protease	PrPC surface inh	Mtb BioA inh	MazEF act	BoNT F protease
CC(C)CCN(CCC(C)C)C/C(O)=C(\C#N)c1nc(-c2ccccc2)cs1	-0.7	-0.2	-2	11	6	-4	-0.5	5	6
O=C(N/N=C1\C/C(=N\NC(=O)c2ccncc2)c2ccccc21)c1ccncc1	2.8	0.3	-2	-3	-42	-22	3.1	8	-6
Cc1nn(CCO)c(N)c1C1(O)C(=O)Nc2c(Cl)cc(Cl)cc21 (stereo unspecified)	-2.6	1.8	2	-4	-5	5	-0.8	0	-3
C[N+]12CCC(CC1)C(C#N)(N1CCOCC1)C2 (stereo unspecified)	-1.0	-1.6	-1	7	-9	5	/	8	4
Cc1ccc(-c2csc(N3CCN(CCCn4c(C(F)(F)F)nc5ccccc54)CC3)n2)cc1	-1.5	-0.2	-3	7	-4	6	-2.1	-18	-12
Cc1cccc(C(=O)Nc2ccn(C)n2)c1	-2.1	/	-2	-4	/	-7	-1.4	-1	-12
CC(=O)Nc1sc2c(c1C#N)CCC(C)C2 (stereo unspecified)	-3.2	-0.9	-7	-7	-2	-2	0.4	4	-2
CSc1ccc(CNc2ccc(C)cc2)cc1	1.0	0.2	-2	6	-2	4	-0.7	-2	-15
CCOc1ccc(NC(=O)CN2C(=O)c3ccccc3C2=O)cc1	-2.4	3.5	-1	3	-1	-4	3.7	9	-6
Cc1ccc(S(=O)(=O)Cc2ccc(C(=O)N3CCc4ccccc4C3)o2)cc1	-1.5	-0.7	0	5	-2	-1	1.9	-1	1
CN(C)S(=O)(=O)n1cnc([C@@H]2[C@@H]3C(=O)OC[C@@H]3C[C@]23N=CN(Cc2ccccc2)C3=O)c1	-1.4	5.0	3	10	-3	-4	0.0	3	-2
Cc1ccnc(N=O)c1	-0.5	/	3	2	/	-5	-2.3	-4	-2
Cn1sc(NC(=O)c2ccccc2)nc1=O	-3.1	-1.6	-1	5	4	1	-1.9	3	1
CCOC(=O)c1c(NC2=NS(=O)(=O)c3ccccc32)sc2c1CCCCC2	-0.8	-0.2	0	2	2	-3	/	6	-9
O=C(O)c1ccc(-n2c(-c3cc(-c4ccco4)[nH]n3)n[nH]c2=S)cc1	2.5	4.6	-1	-12	3	6	-2.3	-9	0
Cc1ccsc1C=C1C(=O)c2ccccc2C1=O	-4.6	1.0	-18	4	-4	-1	0.8	0	9
C=CCNc1nc(NCc2ccc(NC(C)=O)cc2)c2sc(-c3ccccc3)cc2n1	-4.0	/	4	24	/	0	-1.2	/	-9
Cc1cc(C)cc(Oc2nc(C(F)(F)F)nc3ccccc23)c1	-1.1	0.4	1	8	-2	-3	/	0	0
Cn1nc(C(C)(C)C)cc1C(=O)N1CCC(C)(C(=O)NS(=O)(=O)C2CC2)C1 (stereo unspecified)	-1.8	/	1	8	/	/	-0.6	/	-5
COc1ccc(/C=N/NC(=O)c2csc(-n3nc(C)cc3C(F)(F)F)n2)cc1	-1.1	1.9	4	0	4	6	8.1	14	/
COc1ccc(-c2oc3ncnc(NCCN4CCOCC4)c3c2-c2ccc(OC)cc2)cc1	-4.1	-1.0	12	12	-4	/	2.7	0	-9
NS(=O)(=O)c1ccc(NC(=O)/C(=C/c2ccncc2)NC(=O)c2ccccc2)cc1	0.8	-1.1	5	10	11	6	-0.5	-11	23
CN(CC(=O)Nc1ccc(S(=O)(=O)N2CCCC2)cc1)CC(=O)Nc1cccc(F)c1	-5.3	0.3	1	1	-1	8	/	12	-10
CCOc1ccc(NS(=O)(=O)c2cc(OCC(N)=O)c(C)cc2Cl)cc1	-1.3	-0.7	-1	7	-3	0	-2.1	-1	-6

2 entries drawn at random from those above:
SMILES	FadD28 FP inh	Mtb UGM inh	Mtb FBA inh	GDH-TPI inh	Rv3671c protease	PrPC surface inh	Mtb BioA inh	MazEF act	BoNT F protease
NS(=O)(=O)c1ccc(NC(=O)/C(=C/c2ccncc2)NC(=O)c2ccccc2)cc1	0.8	-1.1	5	10	11	6	-0.5	-11	23
O=S(=O)(c1ccc(NC(=S)NCc2ccco2)cc1)N1CCCC1	-1.0	-2.1	2	6	-11	3	/	0	-6

Bioassay records as filed in PubChem BioAssay.

Rows are unselected; any-hit rate near 4.8%.
